Screens from PubChem BioAssay.
hIAP act: increases human intestinal alkaline phosphatase activity. 330,000 compounds, 0.16% hits. AID 2524. activation factor at 10 µM. purified human IAP, CDP-Star luminescence, 30 min; active compounds read high; 1 = vehicle-only enzyme, 0 = enzyme-free background. P09923;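 active = activation factor of the enzyme at least 2-fold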; also: the source names both 10 and 20 µM as test concentration; values of inactives mirror those of a sister screen read the other way
PfG6PD inh: PfG6PD (Plasmodium falciparum) enzyme inhibition; PfGluPho enzyme, NADPH resazurin-diaphorase fluorescence; inhibition, % at 20 µM; 350,000 compounds, 0.78% hits;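 active = inhibition reaching at least a set limit at 20 µM in the primary screen, cut at about 59% in these data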;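 also: 0% = DMSO wells with substrate and 100% = DMSO wells lacking glucose-6-phosphate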
SENP8 inh: inhibitors of human SENP8 protease | inhibition, % at 20 µM | 360,000 compounds, 0.64% hits | AID 602440 | Q96LD8 | recombinant SENP8, Nedd8 substrate fluorescence; in the data active = inhibition mostly above about 40%, no sharp cut-off; inactive = mostly below about 27%
Target sequence (Q96LD8 whole entry, looked up): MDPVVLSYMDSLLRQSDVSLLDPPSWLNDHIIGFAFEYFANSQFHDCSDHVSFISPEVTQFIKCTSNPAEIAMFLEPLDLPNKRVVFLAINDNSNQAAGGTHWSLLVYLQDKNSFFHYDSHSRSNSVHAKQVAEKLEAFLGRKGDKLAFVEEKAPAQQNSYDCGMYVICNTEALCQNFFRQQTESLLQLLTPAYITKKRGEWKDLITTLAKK
SENP1 FRET inh: SENP1 (human) catalytic domain inhibition | Q9P0U3 | recombinant SENP1 catalytic domain, CyPet-SUMO1-YPet FRET cleavage | 360,000 compounds, 0.21% hits | inhibition, % at 10 µM;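 active = inhibition at least 30% at 10 µM, raw YFP signal under a set limit, fluorescence ratio 0.5 to 1.5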;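 also: 0% = enzyme with DMSO and 100% = no enzyme wells; some results filed as inactive read as strong as hits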
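Compound: 10 µM single point, 0.5% DMSO; Test system: hSENP1 catalytic domain, recombinant; Timing: 50 min reaction at room temperature; Technique: FRET, CFP and YFP emission; Control set: no-enzyme wells low, DMSO-plus-enzyme wells high control.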
NR3A LBD binder: NR3A (human) ligand-binding domain modulation | AID 1259313 | NR3A LBD differential scanning fluorimetry, Tm shift; 0% = protein alone, 100% = glycine-bound protein | Tm shift relative to glycine control, % at 25 µM | 340,000 compounds, 2.5% hits;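 active = melting temperature shift of at least 10% of the positive control shift, at one fixed dose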
SENP6 inh: SENP6 protease inhibition | Q9GZR1 | Recombinant SENP6 catalytic domain, aminoluciferin luminescence | inhibition, % at 10 µM | 330,000 compounds, 1.8% hits | AID 2599;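 active = inhibition above about 50% at the single tested dose, limit read from the data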;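 also: plate controls were DMSO wells with enzyme for no effect and DMSO wells lacking enzyme for full effect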
Target sequence (Q9GZR1 628-1112 limits assumed): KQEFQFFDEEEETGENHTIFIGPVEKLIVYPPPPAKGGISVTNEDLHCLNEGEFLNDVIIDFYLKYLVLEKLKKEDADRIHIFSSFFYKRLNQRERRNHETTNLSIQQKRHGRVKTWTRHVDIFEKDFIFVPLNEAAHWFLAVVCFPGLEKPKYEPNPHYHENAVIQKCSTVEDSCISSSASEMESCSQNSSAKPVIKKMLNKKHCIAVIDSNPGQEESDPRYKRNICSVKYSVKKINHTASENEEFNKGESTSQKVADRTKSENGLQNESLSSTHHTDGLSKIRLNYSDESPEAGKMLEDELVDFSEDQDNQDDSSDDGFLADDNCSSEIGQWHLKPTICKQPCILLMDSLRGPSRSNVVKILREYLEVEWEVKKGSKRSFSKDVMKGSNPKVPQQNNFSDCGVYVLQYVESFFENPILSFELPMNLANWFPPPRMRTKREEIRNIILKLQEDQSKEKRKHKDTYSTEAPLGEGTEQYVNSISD
MPTP block: blocks calcium-induced mitochondrial swelling. AID 602449. inhibition, % at 10 µM. 360,000 compounds, 1.4% hits. isolated mouse mitochondria, Ca2+ swelling absorbance, 30 min;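 active = inhibition of 50% or more, scaled per plate between neutral and stimulator controls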;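 also: 0% = DMSO wells given calcium and 100% = 1 mM EGTA wells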
ATG4B inhibitor: inhibitors of human ATG4B cysteine protease; Q9Y4P1; ATG4B cleavage of LC3-PLA2, NBD-HPC fluorescence, 1 h; inhibition, % at 8.33 µM; 340,000 compounds, 0.51% hits; AID 504462; in the data active = inhibition above about 40%
Target sequence (Q9Y4P1 whole entry, looked up): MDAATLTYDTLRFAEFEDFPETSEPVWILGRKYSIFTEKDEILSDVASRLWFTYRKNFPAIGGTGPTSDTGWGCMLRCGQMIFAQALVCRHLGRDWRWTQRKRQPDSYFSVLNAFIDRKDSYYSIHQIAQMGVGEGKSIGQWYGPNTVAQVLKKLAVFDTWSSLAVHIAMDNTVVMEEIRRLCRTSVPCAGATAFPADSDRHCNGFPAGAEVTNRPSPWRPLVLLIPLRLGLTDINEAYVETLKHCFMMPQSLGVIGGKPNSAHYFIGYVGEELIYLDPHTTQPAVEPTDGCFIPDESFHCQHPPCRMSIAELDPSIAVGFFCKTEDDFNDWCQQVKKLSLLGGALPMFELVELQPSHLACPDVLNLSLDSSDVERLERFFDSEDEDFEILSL
An asterisk follows results filed as active; i = inactive; . = no result given.

SMILES	hIAP act	PfG6PD inh	SENP8 inh	SENP1 FRET inh	NR3A LBD binder	SENP6 inh	MPTP block	ATG4B inhibitor
COc1ccccc1C(=O)NCC(=O)Nc1cccnc1	0.97	.	5	0	.	2	2.2	.
COc1ccc(C2OC(=O)CC2C(=O)NCc2ccc(F)cc2)cc1OC (stereo not drawn)	1.1	-18	4	1	-2	2	-1.9	-17
COc1ccc(CNC(=O)c2nnn(-c3cccc(C(F)(F)F)c3)c2N)cc1	1	-1	8	3	2	-19	-1.7	5
O=C(c1csc2c1CCCC2)N1CCN(c2ccccc2)CC1	1	-15	23	5	-14	-9	-0.8	4
COc1ccc(CCNC(=S)NC(=O)c2cccc(Cl)c2)cc1OC	0.84	1	8	0	1	-11	12	4
CNC(=O)c1nc(C)c(C2(C)CC(c3ccccc3)=NO2)s1 (stereo not drawn)	1	-6	1	0	-5	-9	-0.6	-1
COc1ccc([N+](=O)[O-])cc1NC(=O)N(C)Cc1ccco1	0.85	0	11	1	-8	10	-0.9	-1
O=C(NC1CCCC1)c1cccc(S(=O)(=O)N2CCOCC2)c1	0.98	-6	13	1	-1	-15	0.4	1
NS(=O)(=O)c1ccc(CCNCC(=O)NCc2ccccc2Cl)cc1	1.1	-6	3	-2	0	-36	0.2	8
COC(=O)C1=C(O)CSC1=Nc1ccc(C)cc1	0.9	-5	12	1	2	-6	0.5	-8
O=C(O)c1ccc(Cl)c(S(=O)(=O)NC(Cc2ccccc2)C(=O)O)c1 (stereo not drawn)	0.99	-22	22	1	0	14	-1.2	2
COc1ccc(CCNC(=O)CSc2nc3sc(C(=O)O)c(C)c3c(=O)[nH]2)cc1OC	1	-6	-30	2	3	0	-1.2	-2
CCc1ccccc1NC(=O)C/C(C)=N/NC(=O)COc1ccccc1C	0.9	5	-1	2	0	31	1.5	9
CCCCCCc1nc2nc(Cl)c(Cl)nc2[nH]1	.	15	-18	1	.	.	46	.
COc1ccc(NC(=O)c2ccc(-c3ccc(C(C)=O)cc3)o2)cn1	0.95	34	i	-7	27*	-10	1.4	6
COc1ccc([C@H]2[C@H](C(C)=O)N3N=Cc4ccccc4C3C23C(=O)OC(C)(C)OC3=O)cc1 (stereo partly drawn)	0.95	17	-14	-2	1	14	0.6	0
O=C(Cc1cccc(Cl)c1)Nc1ccc(Br)cc1	1.2	16	10	-2	-4	10	13	-5
Nc1ncnc2c1ncn2C1OC(C(=O)NC2CC2)C(O)C1O (stereo not drawn)	1.2	0	7	3	1	-8	-1.4	1
NC(=O)c1ccc2nc(NC(=O)c3ccc(N)cc3)sc2c1	0.94	17	-373	1	14*	15	-0.7	29
CCn1c(-c2cc(-c3cc(C)ccc3C)nc3ccccc23)n[nH]c1=S	0.95	33	16	2	-3	-9	1.1	-3

Record cards, from the list above. Screens in order: hIAP act	PfG6PD inh	SENP8 inh	SENP1 FRET inh	NR3A LBD binder	SENP6 inh	MPTP block	ATG4B inhibitor
COc1ccccc1C(=O)NCC(=O)Nc1cccnc1 is listed as 0.97	.	5	0	.	2	2.2	.
COc1ccc(NC(=O)c2ccc(-c3ccc(C(C)=O)cc3)o2)cn1 is listed as 0.95	34	i	-7	27*	-10	1.4	6
O=C(NC1CCCC1)c1cccc(S(=O)(=O)N2CCOCC2)c1 is listed as 0.98	-6	13	1	-1	-15	0.4	1
COc1ccc(CCNC(=O)CSc2nc3sc(C(=O)O)c(C)c3c(=O)[nH]2)cc1OC is listed as 1	-6	-30	2	3	0	-1.2	-2

The listing continues:
SMILES	hIAP act	PfG6PD inh	SENP8 inh	SENP1 FRET inh	NR3A LBD binder	SENP6 inh	MPTP block	ATG4B inhibitor
CNC(=O)Nc1nnc(C(C)(C)C)s1	1.1	-1	6	0	4	-12	-2.2	-7
c1ccc(-c2nnc(-c3ccccn3)nn2)nc1	1.7	24	33	2	-1	14	0.8	-1
Cc1ccc(C)c(S(=O)(=O)c2c(C)cc(C)nc2Cl)c1	0.99	23	3	2	1	-11	-1.1	-3
COc1ccc(C(=O)Nc2ccc(NC(C)=O)cc2)cc1S(=O)(=O)N1CCCCC1C (stereo not drawn)	0.99	2	7	-1	-1	1	-0.4	-12
Cc1ccc(CNC(=O)c2ccc(F)c(S(=O)(=O)N3CCOCC3)c2)cc1	0.92	1	8	0	0	-24	-0.2	-9
Cc1ccc(F)cc1NC(=O)CSc1n[nH]c(N)n1	0.96	8	6	3	0	-15	-2.2	-7
Cc1ccc(C)n1-c1cc([N+](=O)[O-])ccc1-n1ccnc1	1.2	-23	16	1	-1	-8	1.3	3
O=C(c1cccc(F)c1)N1CCc2ccccc2C1	0.9	-7	31	3	0	25	0.0	4
O=C(NCc1ccccc1Cl)C1CCN(c2cnccn2)CC1	0.92	-8	-388	4	0	-2	-1.4	-4
Cc1ccc(N2C(=S)SC3CS(=O)(=O)CC32)cc1 (stereo not drawn)	1	44	9	-1	2	12	-1.6	-10

Entries shown so far containing two or more sulfur atoms:
SMILES	hIAP act	PfG6PD inh	SENP8 inh	SENP1 FRET inh	NR3A LBD binder	SENP6 inh	MPTP block	ATG4B inhibitor
COc1ccc(CCNC(=O)CSc2nc3sc(C(=O)O)c(C)c3c(=O)[nH]2)cc1OC	1	-6	-30	2	3	0	-1.2	-2
Cc1ccc(N2C(=S)SC3CS(=O)(=O)CC32)cc1 (stereo not drawn)	1	44	9	-1	2	12	-1.6	-10

The list continues:
SMILES	hIAP act	PfG6PD inh	SENP8 inh	SENP1 FRET inh	NR3A LBD binder	SENP6 inh	MPTP block	ATG4B inhibitor
O=C(NC(=S)Nc1ccccc1N1CCOCC1)c1ccco1	1.1	12	17	3	2	4	2.1	8
COc1ccc(C(=O)C=Cc2cccs2)c(O)c1	.	7	15	1	-5	.	1.4	0
COc1ccc(C)cc1NC(=O)CN1CCN(c2ccccc2F)CC1	1.1	-8	27	3	-3	-1	0.2	0
O=C1CN(CC(=O)Nc2ccc(Cl)cc2)CCN1	0.96	1	4	0	-2	4	-3.5	5
Cc1nc(NC(=O)CSc2nnc(Cn3nnc4ccccc43)n2C)sc1C	1.1	8	15	1	-1	3	1.5	-4
COc1ccc(CC(=O)NCc2n[nH]c(=S)n2-c2ccccc2OC)cc1	1	35	4	3	1	-10	-2.1	-10
COc1ccccc1C(=O)Nc1ccnn1C1CCN(C/C=C/c2ccc(F)cc2)CC1	1	-8	14	-1	0	8	-0.2	-9
O=C(Cn1cc(COc2ccc3ccc(=O)oc3c2)nn1)c1ccc(O)cc1	.	-17	-154	-4	46*	.	-1.0	.
COc1ccc(NC(=S)NN2CCN(C)CC2)cc1OC	1.1	-11	3	-1	1	-15	-0.2	0
Cc1c(-c2ccccc2)[n+](=O)c(-c2ccc(Cl)cc2)c(C)n1[O-]	0.96	7	6	0	0	-3	0.5	-2
O=C(c1c(F)cccc1F)N1CCCC(c2nc(-c3ccc(Cl)cc3)no2)C1 (stereo not drawn)	1.2	16	10	-1	1	-37	1.1	-1
Cc1cccc(OCC(O)Cn2c(=N)n(CCN3CCOCC3)c3ccccc32)c1 (stereo not drawn)	1.1	11	6	1	0	-9	1.0	1
CCOC(=O)C1CCN(C(=O)c2ccc(Cl)c(Cl)c2)CC1	0.87	-3	17	2	0	-14	-2.5	-3
CCCCc1cc(=O)oc2cc(C)c(CN3CCCC3)c(O)c12	1.4	9	9	-10	-3	-1	5.9	24
O=C(/C=C/c1ccc(Cl)c(Cl)c1)Nc1cccnc1	0.87	3	22	1	8	18	21	3
CC(C)(CNC(=O)CCNC(=O)c1ccc(Br)cc1)N1CCOCC1	1	-4	-3	0	3	-9	-1.1	2
O=C(NCCNS(=O)(=O)c1ccc(C(F)(F)F)cc1)N1CCOCC1	0.97	-4	23	-2	-4	-25	1.5	2
COc1cccc(-c2nc(C(N)=O)c3[nH]c(=O)n(-c4cccc(Cl)c4)c3n2)c1OC	1.4	-11	-80	0	-7	8	-1.8	1
COc1ccc(C(=O)Nc2nc3ccc(S(C)(=O)=O)cc3s2)cc1OC	0.98	15	-356	-1	-29	-13	-1.0	-14
CCN(CC)c1ccc(S(=O)(=O)N2CCOCC2)cc1NC(=O)CN1C(=O)NC2(CCC(C)CC2)C1=O (stereo not drawn)	0.88	-9	4	2	-1	-1	-1.2	-9
Cc1ccccc1OCC(=O)Nc1ccc2[nH]ncc2c1	0.95	3	9	0	-5	-6	3.7	9
N#C/C(=C1/CCCCCN1)c1nc2ccccc2s1	0.88	-2	5	-15	2	-17	2.9	5
O=C(CN1C2CCCC1CC(NC(=O)c1ccccc1)C2)Nc1nccs1 (stereo not drawn)	1.1	-5	18	1	0	8	-0.2	-20
CC(=O)NCCC(=O)Nc1nc(-c2c[nH]c3ccccc23)cs1	1	16	-5	-16	5	-6	2.3	6
Nc1ccc(C(=O)NN2C(=O)[C@H](Cl)C2c2ccc(Cl)cc2)cc1 (stereo partly drawn)	.	13	-9	-1	3	.	-1.4	12
CCc1ccccc1NC(=O)c1sc2nc(C)cc(C)c2c1N	1.2	16	-316	-53	1	9	0.4	-1
COC(=O)c1ccc(S(=O)(=O)N2CCOCC2)o1	1	4	4	-3	0	1	-1.1	5
COc1cccc(NC(=O)CNS(=O)(=O)c2ccc3nc(C)sc3c2)c1	1.1	31	24	0	-1	13	-1.8	2
COc1ccccc1N1C(=O)c2ccc(C(=O)Nc3cccc(C(C)=O)c3)cc2C1=O	0.99	11	0	1	0	-3	1.5	-10
COc1ccc(C(=O)NNC(=O)C(NC(=O)c2cc(OC)cc(OC)c2)C(C)C)cc1 (stereo not drawn)	1.1	15	-1	2	2	0	-0.5	0
COc1cc(CC(=O)Nc2cccc(SC)c2)cc(OC)c1OC	1.1	-14	0	1	0	-4	16	3
Cc1ccc(C(=O)N2CCC(C)CC2)cc1C	0.97	-21	15	-1	-3	-19	0.5	-1
O=C(CN(CCc1ccccc1)C(=O)CNS(=O)(=O)c1ccc(F)cc1)NCc1ccco1	0.91	-7	16	1	-4	-12	-1.1	-10
CCc1nc(N(CC)CC)c2oc3ccccc3c2n1	0.95	-1	-31	2	-1	24	1.9	35
CN(CC(=O)NC(=O)NCc1ccccc1)Cc1cccc(Cl)c1Cl	1	10	6	-1	-5	-2	-1.8	3
O/C(=C\Sc1nnc(Cc2ccccc2)o1)c1ccc(Br)cc1	0.9	0	9	1	1	-2	1.5	-17
O=C(Nc1ccncc1)c1cccc(S(=O)(=O)N2CCc3ccccc32)c1	1.1	-1	8	0	-2	-18	96*	-10
CC(C)C[C@H](NC(=O)N1CCn2c1nc1ccccc12)C(=O)N1CCCCC1	1.2	0	11	-1	-1	2	-2.5	-7
CC1CCc2sc(C(=O)NNC(=O)c3ccncc3)cc2C1 (stereo not drawn)	1.1	-21	6	-1	-1	-3	0.5	-9
CN1Cc2ccccc2N(CC(=O)NCc2ccccc2)C1=O	1	-1	20	0	-1	18	0.2	-13
O=C(COc1ncnc2ccccc12)N1CCN(S(=O)(=O)c2ccc(Cl)cc2)CC1	1.1	-19	22	1	0	-4	-0.5	-10
O=C(CCCC(=O)OCC(Cl)=C(Cl)Cl)Nc1cccc2ccccc12	0.93	6	28	1	-17	-16	12	7
Cc1cccc(C(O)(C(=O)NNc2ccc3ccccc3n2)c2cccc(C)c2)c1	1	-10	-101	2	-4	-7	6.2	-3
CCCc1cc(=O)[nH]c(SCC(=O)NCc2ccc3c(c2)OCO3)n1	0.93	3	6	1	-2	-14	2.8	-2
C#CCOCCOCCOCCNc1nc(N2CCN(C(=O)C([C@@H](C)O)n3cc([C@@H](N)CCCCN)nn3)CC2)nc(N2CCN(C(=O)C([C@@H](C)O)n3cc([C@@H](N)CCCCN)nn3)CC2)n1 (stereo partly drawn)	0.96	5	24	0	2	8	-1.1	-3
CN(Cc1ccccc1)C(=O)COC(=O)c1cc(S(=O)(=O)N(C)C)ccc1N1CCCC1	0.94	4	7	2	1	-8	-0.4	0
O=C(Cn1cnc2c(oc3ccccc32)c1=O)N1CCN(c2ccccc2)CC1	1.2	-6	-6	0	1	-18	0.0	-17
Cc1cccc(CN(CC(=O)N/N=C/c2cccs2)S(=O)(=O)c2ccc(Cl)cc2)c1	0.99	37	21	4	-13	-8	3.5	-8
